# USP30 inh – blocks human USP30 ubiquitin-rhodamine cleavage | purified USP30, Ub-rhodamine cleavage fluorescence | actives 5.3% (n = 47,000) | Q70CQ3 | inhibition, % at 25 µM
# Target sequence (Q70CQ3 whole entry, looked up): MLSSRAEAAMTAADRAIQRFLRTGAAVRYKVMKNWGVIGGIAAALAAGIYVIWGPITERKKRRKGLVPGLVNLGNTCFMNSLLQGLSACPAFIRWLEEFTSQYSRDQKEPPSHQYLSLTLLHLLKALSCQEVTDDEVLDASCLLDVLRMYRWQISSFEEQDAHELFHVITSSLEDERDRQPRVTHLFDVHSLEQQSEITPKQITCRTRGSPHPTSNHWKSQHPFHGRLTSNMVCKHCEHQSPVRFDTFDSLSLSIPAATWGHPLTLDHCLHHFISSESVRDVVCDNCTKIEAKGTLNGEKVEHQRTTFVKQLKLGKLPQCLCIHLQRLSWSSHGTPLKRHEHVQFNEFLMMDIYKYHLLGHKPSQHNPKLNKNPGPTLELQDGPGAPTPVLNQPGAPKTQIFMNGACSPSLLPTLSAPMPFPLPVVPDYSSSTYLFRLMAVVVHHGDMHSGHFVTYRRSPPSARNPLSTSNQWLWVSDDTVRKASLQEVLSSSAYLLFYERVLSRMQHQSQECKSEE
# USP28 inh – human USP28 deubiquitinase inhibition; Q96RU2; purified USP28, Ub-rhodamine cleavage fluorescence, 30 min; inhibition, % at 25 µM; actives 3% (n = 47,000)
# UCHL1 inh – inhibitors of human UCHL1 deubiquitinase; P09936; purified UCHL1, Ub-rhodamine cleavage fluorescence; inhibition, % at 20 µM; actives 0.2% (n = 47,000)
# USP8 inh – inhibitors of human USP8 deubiquitinase; P40818; purified USP8, Ub-rhodamine cleavage fluorescence, 30 min; inhibition, % at 20 µM; actives 4.2% (n = 47,000); AID 1645853
# OTUD3 block – inhibitors of human OTUD3 deubiquitinase | AID 1645858 | actives 0.7% (n = 47,000) | inhibition, % at 25 µM | Q5T2D3 | purified OTUD3, Ub-rhodamine fluorescence, 2 h
# Target sequence (Q5T2D3 whole entry, looked up): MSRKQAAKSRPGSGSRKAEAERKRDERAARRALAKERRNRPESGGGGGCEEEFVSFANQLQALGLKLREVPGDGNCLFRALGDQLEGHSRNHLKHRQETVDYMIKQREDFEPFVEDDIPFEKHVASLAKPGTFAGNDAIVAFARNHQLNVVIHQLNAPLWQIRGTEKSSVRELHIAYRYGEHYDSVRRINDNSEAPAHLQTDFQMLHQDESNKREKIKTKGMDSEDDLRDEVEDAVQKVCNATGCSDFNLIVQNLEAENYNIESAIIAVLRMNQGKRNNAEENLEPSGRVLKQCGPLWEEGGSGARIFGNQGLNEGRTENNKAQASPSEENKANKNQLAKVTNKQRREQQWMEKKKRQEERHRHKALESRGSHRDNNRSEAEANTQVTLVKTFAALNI
# USP17 inh – inhibitors of human USP17 deubiquitinase; A8MUK1; purified USP17, Ub-rhodamine cleavage fluorescence, 3 h; actives 6.5% (n = 47,000); AID 1645855; inhibition, % at 50 µM
# USP7 block – human USP7 deubiquitinase inhibition | actives 0.3% (n = 47,000) | purified USP7, Ub-rhodamine cleavage fluorescence | inhibition, % at 20 µM
# USP10 block – blocks human USP10 ubiquitin-rhodamine cleavage. inhibition, % at 20 µM. Q14694. purified USP10, Ub-rhodamine fluorescence, 60 min. AID 1645856. actives 1.1% (n = 47,000)
# An asterisk follows results filed as active; i = inactive. Rule as the data show it: active = inhibition above about 30%; inactive = the rest. This is a random part of the collection. Share with any hit: about 13%.
nr | Molecule | USP30 inh | USP28 inh | UCHL1 inh | USP8 inh | OTUD3 block | USP17 inh | USP7 block | USP10 block
1 | O=C(Cn1c(=O)n(Cc2ccc(C(=O)NCc3ccco3)cc2)c(=O)c2ccccc21)Nc1ccc2c(c1)OCCO2 | 48* | 58* | 4 | 74* | 28 | 81* | -9 | 41*
2 | CSc1ccc(CN2CCN(C(=O)c3cccnc3)CC2)cc1 | 11 | 6 | 2 | 18 | 14 | 13 | 2 | 3
3 | Cc1cnc(NC(=O)c2ccccc2-c2ccccc2)s1 | 22 | 18 | 1 | 4 | 19 | 13 | 0 | 3
4 | CCCCCN(CCCCC)c1ncc2cc3ccccc3nc2c1C#N | -495 | -115 | -97 | -11 | -102 | -150 | -75 | -4
5 | CC(NS(=O)(=O)c1cccc(Cl)c1)C(=O)O (stereo unspecified) | 30* | 1 | 1 | 0 | 16 | 0 | 4 | 2
6 | Cc1ccccc1NC(=O)N1CCN(c2cc(-c3ccncc3)[nH]n2)CC1 | 15 | 0 | 2 | -8 | 0 | -28 | 6 | -1
7 | O=C(NCCCc1ccccc1)C1CCCN1c1nnc(N2CCCC2=O)s1 (stereo unspecified) | 0 | 11 | 0 | -51 | 3 | 0 | 2 | -1
8 | O=C(CCc1nnc2n(Cc3ccc(F)cc3)c(=O)c3ccccc3n12)N1CCCC1 | 8 | 0 | -3 | -6 | -1 | 2 | -43 | 0
9 | O=C1CC(c2ccccc2)N(c2nc(C(F)(F)F)nc3ccccc23)CCN1 (stereo unspecified) | -3 | -9 | 0 | -5 | -7 | -14 | 19 | -2
10 | C=C(C)CSc1nc(CC)nc2sc3c(c12)CC(C)(C)OC3 | 1 | 25 | 0 | 6 | 7 | 0 | 0 | 2
11 | Cc1ccc(NC(=O)CC2C(=O)N(Cc3ccccc3)c3nc4ccccc4n32)cc1 (stereo unspecified) | 2 | 0 | 7 | 1 | -9 | 32* | -6 | 2
12 | C/C=C\C=C\[C@@H]1O[C@](O)([C@H](CC)C(=O)NC/C=C/C=C(\C)[C@@H](OC)[C@@H](C)[C@@H]2O[C@H](/C=C/C=C/C=C(\C)C(=O)c3c(O)cc[nH]c3=O)[C@H](O)[C@@H]2O)[C@H](O)[C@H](O)C1(C)C | -136 | -30 | -12 | -53 | -30 | -56 | -21 | -7
13 | Cc1ccccc1NC(=O)c1ccc(C23CC4CC(CC(C4)C2)C3)o1 | 13 | -4 | -2 | -2 | -2 | 6 | 6 | 5
14 | Cc1cccc(C)c1NC(=O)N1CC(C(=O)NC2CCCC2)C2(CCOCC2)C1 (stereo unspecified) | 18 | 12 | 2 | 23 | 16 | 17 | 4 | 1
15 | Cc1nn(-c2ccccc2)c2c1c(-c1ccccc1)cc(=O)n2CC(=O)N1CCOCC1 | -3 | -1 | 3 | -6 | -5 | -2 | -1 | 3
16 | Fc1ccc(OCCn2c(COc3ccccc3)nc3ccccc32)cc1 | 16 | 27 | 9 | 5 | 4 | 23 | -12 | 17
17 | COc1cccc(NC(=O)N2CCc3nc(C(=O)N4CCCCC4)sc3CC2)c1 | 14 | 9 | 1 | 1 | 11 | 0 | 1 | 0
18 | COc1cnc(CSc2ncccn2)cc1OCC(=O)Nc1cccc(F)c1 | 32* | 4 | -3 | -61 | 2 | -7 | -4 | 3
19 | COc1ccc(CNC(=O)CCc2c(C)c3c(C)nn(-c4ccccc4)c3n(C)c2=O)cc1 | 8 | 5 | 0 | -46 | 4 | 9 | 0 | 0
20 | CCCCOc1ccccc1NC(=O)c1scc2c1CCCC2 | 25 | 3 | 5 | 1 | 7 | 6 | 12 | 3

# Reformatted: three of the compounds above
# Values run as follows: USP30 inh, USP28 inh, UCHL1 inh, USP8 inh, OTUD3 block, USP17 inh, USP7 block, USP10 block
15	Cc1nn(-c2ccccc2)c2c1c(-c1ccccc1)cc(=O)n2CC(=O)N1CCOCC1
  -3, -1, 3, -6, -5, -2, -1, 3
16	Fc1ccc(OCCn2c(COc3ccccc3)nc3ccccc32)cc1
  16, 27, 9, 5, 4, 23, -12, 17
17	COc1cccc(NC(=O)N2CCc3nc(C(=O)N4CCCCC4)sc3CC2)c1
  14, 9, 1, 1, 11, 0, 1, 0

# Full records, quoted from the list.
# Cc1ccc(NC(=O)CC2C(=O)N(Cc3ccccc3)c3nc4ccccc4n32)cc1 (stereo unspecified) as listed: USP30 inh = 2; USP28 inh = 0; UCHL1 inh = 7; USP8 inh = 1; OTUD3 block = -9; USP17 inh = 32*; USP7 block = -6; USP10 block = 2
# COc1cccc(NC(=O)N2CCc3nc(C(=O)N4CCCCC4)sc3CC2)c1 as listed: USP30 inh = 14; USP28 inh = 9; UCHL1 inh = 1; USP8 inh = 1; OTUD3 block = 11; USP17 inh = 0; USP7 block = 1; USP10 block = 0
# CCCCOc1ccccc1NC(=O)c1scc2c1CCCC2 as listed: USP30 inh = 25; USP28 inh = 3; UCHL1 inh = 5; USP8 inh = 1; OTUD3 block = 7; USP17 inh = 6; USP7 block = 12; USP10 block = 3

# Remaining list, next part.
nr | Molecule | USP30 inh | USP28 inh | UCHL1 inh | USP8 inh | OTUD3 block | USP17 inh | USP7 block | USP10 block
21 | COCCCN1CC(=O)N2C(c3cccc4ccccc34)c3[nH]c4ccccc4c3C[C@@H]2C1=O (stereo partly specified) | -448 | -125 | -29 | -62 | -86 | -130 | -29 | -1
22 | N#Cc1c(Nc2ccccc2)sc(C(=O)c2ccccc2)c1-n1cccc1 | -38 | -7 | 0 | -4 | -9 | -8 | 9 | 0
23 | Cc1ccc(CCNC(=O)CN2C(=O)CSc3cc(S(=O)(=O)N4CCCC4)ccc32)cc1 | -26 | -7 | -4 | -17 | -5 | -11 | -6 | -1
24 | CC(=O)c1cccc(S(=O)(=O)Nc2ccc(S(=O)(=O)Nc3nc(C)cc(C)n3)cc2)c1 | -57 | 0 | -1 | 0 | 2 | -13 | -2 | 5
25 | O=C(COc1ccc(C2CCCCC2)cc1)Nc1ccc2oc(-c3cccnc3)nc2c1 | 26 | -9 | -3 | -13 | -11 | 0 | 2 | 3
26 | CCN1CCN(CC2CCN(S(=O)(=O)c3cc(F)cc(F)c3)CC2)CC1 | 0 | -8 | -2 | -6 | -8 | 0 | 0 | 1
27 | Cc1ncncc1C(=O)N1CCCC(c2ncc(Cc3ccccc3F)o2)C1 (stereo unspecified) | -8 | -7 | -2 | -17 | 1 | -15 | -5 | -3
28 | COc1cccc(NC(=O)COc2cc(C)nc(N3CCCCCC3)n2)c1 | 9 | 7 | 6 | 0 | 9 | 8 | -12 | 9
29 | c1ccc(-c2cc(-c3csc(-c4ccc5c(c4)OCCO5)n3)on2)cc1 | 35* | 24 | 2 | -23 | 40* | 51* | 10 | 2
30 | O=C(NCc1ccc(N2CCOCC2)nc1)c1ccc(F)c(F)c1 | 6 | -2 | -3 | -36 | -3 | -6 | 0 | 3

# 3 entries from above, ordered by the value under USP30 inh, lowest first:
nr | Molecule | USP30 inh | USP28 inh | UCHL1 inh | USP8 inh | OTUD3 block | USP17 inh | USP7 block | USP10 block
24 | CC(=O)c1cccc(S(=O)(=O)Nc2ccc(S(=O)(=O)Nc3nc(C)cc(C)n3)cc2)c1 | -57 | 0 | -1 | 0 | 2 | -13 | -2 | 5
27 | Cc1ncncc1C(=O)N1CCCC(c2ncc(Cc3ccccc3F)o2)C1 (stereo unspecified) | -8 | -7 | -2 | -17 | 1 | -15 | -5 | -3
28 | COc1cccc(NC(=O)COc2cc(C)nc(N3CCCCCC3)n2)c1 | 9 | 7 | 6 | 0 | 9 | 8 | -12 | 9

# Next part
nr | Molecule | USP30 inh | USP28 inh | UCHL1 inh | USP8 inh | OTUD3 block | USP17 inh | USP7 block | USP10 block
31 | CCCc1cc(=O)oc2cc(OCC(=O)NCc3ccc(OC)cc3)ccc12 | 62* | 2 | -2 | -8 | 8 | 31* | 2 | 15
32 | CN(C(=O)c1ccc(N2CCCCS2(=O)=O)cc1Cl)c1ccccc1 | 11 | 9 | 3 | 10 | 7 | 21 | 5 | 2
33 | CCc1cc(C(=O)N2C[C@H]3CC[C@@H](N(C)c4cccnn4)[C@H]3C2)no1 | -65 | -20 | -6 | -18 | -13 | -24 | -8 | -5
34 | CCN1CCCC1CNS(=O)(=O)c1cccc2cccnc12 (stereo unspecified) | -7 | 6 | -1 | 5 | 0 | -1 | 2 | -2
35 | Cc1ccc(C2=NC3(CCN(C(=O)Nc4cccc(C)c4)CC3)NC2=O)cc1 | 28 | -28 | 1 | 17 | 8 | 4 | 3 | 3
36 | CC(C)n1nnc2cc(C(=O)N3CCCC3)ccc21 | 11 | 3 | 0 | 6 | 5 | -23 | 2 | 2
37 | NC1=NC2(CCSCC2)n2c(nc3cc4c(cc32)OCCCO4)N1 | -39 | -15 | -1 | -4 | -22 | -20 | -2 | -5
38 | Cc1cc(Nc2ccc3c(c2)OCCO3)c2cccc(C)c2n1 | 2 | -5 | -4 | -6 | -4 | -7 | 1 | 0
39 | O=S(=O)(c1ccccc1)N1CCN2Cc3ccccc3N(Cc3ccccc3)CC2C1 (stereo unspecified) | i | -260 | -56 | -238 | -226 | -166 | -54 | -11
40 | CNC(=O)CN1CCCC2(C/C=C/COc3ccccc3C(=O)NCCNC2=O)C1 (stereo unspecified) | 15 | 3 | 0 | -1 | 10 | 2 | 0 | 1
41 | O=C(NC1CCCCC1)C1CCCN(c2cnc3nccnc3c2)C1 (stereo unspecified) | i | -122 | -42 | -114 | -109 | -136 | -45 | -9
42 | Cc1cccc(NC(=O)Cn2cncc(C(=O)NC3CCCC3)c2=O)c1 | 17 | 2 | 2 | 5 | 1 | 1 | 8 | 4
43 | CC(C)NC(=O)[C@H]1CCS(=O)(=O)[C@@H]2CN(Cc3ccccc3)C[C@H]12 | 10 | 9 | 4 | -1 | 8 | 4 | 2 | 2
44 | Cc1ccc(NC(=O)c2ccc(N3CCCCC3)nn2)cc1F | i | 0 | 0 | -14 | -6 | 3 | 3 | 4
45 | CCCOc1ccc(C(=O)Nc2nnc(C3CCCCC3)s2)cc1 | 18 | 12 | 1 | 9 | 10 | 9 | 10 | 1
46 | O=S(=O)(c1ccccc1Cl)N1C[C@@H]2c3nccn3-c3ccccc3[C@@H]2C1 | -16 | -8 | -1 | -5 | -4 | -5 | -3 | -1
47 | O=C(Cn1c(=O)[nH]c2c(-c3ccccc3)c[nH]c2c1=O)NCc1ccccc1Cl | -96 | -35 | -8 | 41* | -11 | -20 | 15 | 0
48 | O=C(CC1C(=O)N(Cc2cccnc2)c2nc3ccccc3n21)Nc1cccc2ccccc12 (stereo unspecified) | 22 | 0 | 1 | -37 | -2 | 64* | -9 | -2
49 | O=C(Cc1cccnc1)N[C@@H]1CC[C@@H](Oc2ccccc2)[C@@H](O)[C@@H]1O | 18 | 7 | 5 | 73* | 1 | 31* | 6 | 3
50 | COc1ccc(CN2CCN(Cc3c[nH]c4ccccc34)CC2)c(OC)c1OC | -14 | -3 | -2 | -154 | -9 | -6 | -3 | -5
51 | O=C(NCc1ccc2c(c1)OCO2)C1CCCN(c2nc3ccc(Cl)cc3[nH]2)C1 (stereo unspecified) | -6 | 1 | 5 | 7 | 2 | 1 | -1 | -1
52 | NC(=O)c1nc(-c2cccc(F)c2)nc2c1[nH]c(=O)n2C1CCCCC1 | -16 | -13 | -7 | -16 | 3 | 51* | -8 | -7
53 | CCn1cc(S(=O)(=O)Nc2ccccc2F)c2cccnc21 | -35 | 1 | 0 | 18 | 3 | 8 | -2 | 5
54 | CCCN(Cc1nnc(-c2ccccc2Cl)o1)C(=O)c1ccccc1 | 6 | 6 | 0 | -26 | 10 | 12 | -5 | -5
55 | O=C(Nc1ccccc1F)c1cccc(-c2nc(-c3ccccc3)no2)c1 | -8 | -5 | -1 | 0 | 0 | -3 | 4 | 6
56 | Cc1oc(-c2ccccc2)nc1C(=O)N(C)Cc1cccc(Cl)c1Cl | -8 | -1 | -4 | -1 | 4 | 1 | -25 | -8
57 | CCN1CC2(CCN(C(=O)c3ccc[nH]3)CC2)COc2ccccc2S1(=O)=O | 13 | 0 | -1 | -21 | 6 | 1 | 2 | -3
58 | Cc1ccccc1NC(=O)Cc1nc(COC(=O)c2cccc(S(=O)(=O)N3CC(C)OC(C)C3)c2)cs1 (stereo unspecified) | -110 | -18 | -7 | -68 | -32 | -38 | -7 | -5
59 | O=C(NC1CCCC1)N1CC[C@@H]2CNS(=O)(=O)[C@@H]2CC1 | 0 | 0 | -3 | -34 | -1 | 1 | -1 | 3
60 | O=C(O)CC(CC(=O)NCc1ccco1)c1ccc(C(F)(F)F)cc1 (stereo unspecified) | 2 | 3 | 1 | 10 | 11 | 3 | 0 | -1
61 | NC(=O)c1cccc2[nH]c([C@H]3CCN(Cc4ccccc4F)C3)nc12 | -30 | -12 | -1 | -7 | -19 | -37 | -3 | -3
62 | O=C(O)c1cccc2ncc(-c3ccc4ccccc4c3)nc12 | -48 | -12 | 2 | -30 | 1 | -16 | 2 | -1
